Screening results (PubChem)
K1F lysis inhibition: inhibition of K1F phage lysis, E. coli UTI89, bacterial capsule biogenesis inhibitors, alamar blue (AID 488966). E. coli UTI89 K1F phage lysis, alamar blue, 2 h; higher % means a stronger effect. one-dose inhibition, % at 100 µM; IC50 in µM for titrated hits. 340,000 tested, 0.02% active;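 active means phage lysis inhibition, versus mean bacterial control, above a set limit; inconclusive means no clear call, values can overlap the other calls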;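 further: capsule biogenesis inhibitors block K1F phage lysis so surviving cells raise fluorescence; higher fluorescence means more inhibition of phage lysis; actives were called in the ten point dose series up to 300 µM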
Salmonella PhoP GFP: PhoP-dependent GFP reporter repression – Salmonella Typhimurium, primary screen (AID 1863) | S. Typhimurium PhoP-regulated promoter GFP reporter, 4 h; higher % means a stronger effect | inhibition, % at 50 µM; hits with a dose series show IC50 in µM | 300,000 tested, 0.16% active;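 active means inhibition over 29.93%, a cutoff 3 SD above the screen mean, later confirmed by dose response; inconclusive means inhibition over 29.93% but no dose response follow-up; inactive means inhibition at most 29.93% or unconfirmed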;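 further: 0% = low Mg2+ inducing control and 100% = high Mg2+ repressing control; strong numbers were not always called active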
Rac1 GTP hydrolysis: MgcRacGAP GTPase-activating activity inhibitors, confirmation, biochemical, ADP Hunter fluorescence | 340,000 tested, 0.6% active | inhibition, % at 30 µM, or IC50 in µM where a hit was titrated | MgcRacGAP-stimulated Rac1 GTP hydrolysis, ADP Hunter fluorescence; higher % means a stronger effect; GST-tagged Rac1 F28L mutant substrate;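 active means first-screen hits whose inhibition reached a set limit at any dose in the follow-up dose series; inconclusive means inhibition above the set first-screen limit but never retested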;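 further: fluorescence reports GDP produced by GAP-driven GTP hydrolysis; strong numbers were not always called active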
NS5 inhibitors: flavivirus cap methylation enzyme inhibition – biochemical, confirmation dose response, primary screen (AID 588689); inhibition, % at 25 µM, or IC50 in µM where a hit was titrated; Dengue-2 NS5 methyltransferase capping enzyme assay, biochemical; higher % means a stronger effect; 340,000 tested, 0.3% active; in the data active means a potency from the dose series; inconclusive means inhibition above about 29% without an active follow-up result
NTR1 agonist: agonists of NTR1, primary screen, imaging, U2OS cells, beta-arrestin-GFP, high content (AID 493036); P30989; NTR1-U2OS beta-arrestin-GFP spot imaging, agonist mode; activation, % at 20 µM; 330,000 tested, 0.17% active;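 active means activation at or above 40% of the spot to cytoplasm intensity ratio, with at least 20 cells analyzed; inconclusive means wells under 20 cells, flagged as cytotoxic or low count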;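 further: 0% = DMSO without peptide and 100% = 100 nM NTR1 peptide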
Target sequence (P30989 whole entry, looked up): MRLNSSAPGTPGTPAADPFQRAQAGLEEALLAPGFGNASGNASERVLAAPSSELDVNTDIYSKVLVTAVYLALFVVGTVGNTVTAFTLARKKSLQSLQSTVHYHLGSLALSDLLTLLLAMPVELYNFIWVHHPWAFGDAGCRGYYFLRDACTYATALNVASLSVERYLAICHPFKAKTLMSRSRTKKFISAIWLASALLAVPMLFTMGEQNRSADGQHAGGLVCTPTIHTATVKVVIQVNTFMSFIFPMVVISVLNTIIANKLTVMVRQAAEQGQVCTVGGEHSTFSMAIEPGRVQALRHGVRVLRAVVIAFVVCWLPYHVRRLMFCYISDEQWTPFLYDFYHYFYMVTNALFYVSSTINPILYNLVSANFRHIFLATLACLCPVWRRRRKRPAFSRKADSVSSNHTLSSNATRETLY
West Nile antiviral: West Nile virus antiviral activity, cell-based, CPE readout (AID 1621); 290,000 tested, 0.02% active; CPE inhibition, % at 10 µM, or IC50 in µM where a hit was titrated; West Nile virus-infected cells, CPE inhibition; higher % means a stronger effect; in the data active means a potency from the dose series; inconclusive means CPE inhibition mostly from about 3.7% at the one dose, without a potency; inactive means the rest, 99 in 100 with CPE inhibition below about 2.2%; further: strong numbers were not always called active
T cell HTS: T cell immune modulators affecting CD8 T cell-vesicle binding; 2C CD8+ T cell-vesicle binding, flow cytometry; hits give low values; calls only at 7 µM; 330,000 tested, 0.068% active; AID 2052;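 active means response, share of CD8 T cells binding vesicles, and their 90th percentile fluorescence all below set limits, cut at about 80% in these data, passing the limit was not always enough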
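Assay system: 2C TCR transgenic mouse naive CD8+ T cells, MACS-purified | Read-out: CD8+ gate FL2 mean fluorescence as % of same-row positive control | Signal: High-throughput flow cytometry with anti-B7-1 and anti-CD8 staining | Timing: Binding step 1.5 h, 37 °C, antibody labelling 20 min, ice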
Large T inhibition: TAg ATPase/helicase activity blockers – biochemical (AID 1903); SV40 large T antigen ATPase/helicase inhibition assay; higher % means a stronger effect; inhibition, % at 20 µM; hits with a dose series show IC50 in µM; 310,000 tested, 0.39% active; in the data active means a potency from the dose series; inconclusive means inhibition mostly from about 32% at the one dose, without a potency; inactive means the rest, 99 in 100 with inhibition below about 32%; further: strong numbers were not always called active
RSV antiviral HEp-2: RSV antiviral activity via CPE protection, HEp-2 cells, primary 10 µM value included (AID 2391) | HEp-2 cells, RSV-induced CPE inhibition; higher % means a stronger effect | CPE inhibition, % at 10 µM; hits with a dose series show IC50 in µM | 310,000 tested, 0.13% active; in the data active means a potency from the dose series; inconclusive means CPE inhibition mostly from about 23% at the one dose, without a potency; inactive means the rest, 99 in 100 with CPE inhibition below about 21%; further: strong numbers were not always called active
T cell HTS vesicle-bound %: further read-out of T cell HTS, marked with its call; double positive events, %; measured here: CD8+ vesicle-bound cell fraction;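 binding gate set so that unloaded-vesicle control wells show 10% double positive cells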
NTR1 agonist cell count 20 µM: further read-out of NTR1 agonist, marked with its call; cell count; measured here: cell count, cytotoxicity flag
NS5 inhibitors pilot replicate: further read-out of NS5 inhibitors, marked with its call; inhibition, %; measured here: pilot screen replicate inhibition
* = called active by the depositor; i = inactive; ? = inconclusive; nt = no result given; [ ] = dose if it differs, or a comment.

SMILES | K1F lysis inhibition | Salmonella PhoP GFP | Rac1 GTP hydrolysis | NS5 inhibitors | NTR1 agonist | NTR1 agonist cell count 20 µM | West Nile antiviral | T cell HTS | T cell HTS vesicle-bound % | Large T inhibition | RSV antiviral HEp-2 | others
O=C(Nc1ccc(F)cc1)C(c1ccccc1)N1CCN(C(=O)c2ccco2)CC1 (centres undefined) | 0.3% | 1% | 6% | -12% | 1.2 | 89 | 0.7% | i | 33 | 11% | 3.1%
Cc1ccc(NC(=O)COC(=O)/C=C/c2cccc(Cl)c2)cc1S(=O)(=O)N1CCOCC1 | 5.5% | 15% | 4% | -3% | -0.1 | 52 | 0.1% | i | 44 | 23% | 1.2%
CCOC(=O)c1cn2nc(Oc3ccc(NC(C)=O)cc3)ccc2n1 | 0.5% | 8% | 6% | 6% | -1.3 | 47 | 0.2% | i | 20 | 4% | 3.0%
Cc1cc(-c2c(C)[nH]n(-c3ccc(Cl)cc3)c2=O)n(-c2ccc(Cl)cc2)n1 | 4.3% | 0% | 14% | 3% | 0.8 | 76 | -1.0% | i | 13 | 33% | 2.3%
Clc1ccccc1Cc1noc(CN2CCN(Cc3ccccn3)CC2)n1 | 1.5% | -1% | 5% | -13% | 5.0 | 38 | 0.5% | i | 56 | 22% | 0.5%
COCCCNc1nnc(Cc2ccccc2)c2ccccc12 | -2.0% | 14% | 5% | -6% | -0.1 | 27 | -1.3% | i | 52 | 7% | 0.2%
COc1ccc(C(=O)NC(=S)Nc2ccc(Cl)c(C(=O)O)c2)cc1 | 0.1% | 4% | 3% | -2% | -0.6 | 35 | 1.0% | i | 36 | 4% | 4.6%
COc1ccc(C(=O)N2CCN(c3ccccn3)CC2)cc1[N+](=O)[O-] | 0.1% | -8% | 9% | -6% | 0.0 | 53 | -0.5% | i | 43 | -1% | -1.1%
CCOc1ccccc1C(=O)NCc1ccco1 | 0.2% | 2% | 11% | 3% | 7.3 | 56 | 0.1% | i | 2 | 13% | 1.8%
CCOc1cc2[nH]c(=O)n(Cc3ccc(C(=O)NCCCN4CCCC4=O)cc3)c(=O)c2cc1OCC | -0.1% | 6% | -11% | -4% | 0.7 | 57 | 0.9% | i | 48 | 67% | 0.9%
N#C/C(=C\c1ccccn1)c1ccccn1 | 0.1% | 4% | 1% | -12% | -1.3 | 92 | 0.7% | i | 46 | 10% | 0.2%
COC(=O)c1c(NC(=O)c2ccccc2)sc(Cc2ccccc2)c1C | 0.8% | -2% | 4% | -6% | -0.2 | 84 | 1.3% | i | 4 | 0% | 1.3%
O=C(Nc1ccc2c(c1)OCCO2)c1cc(F)c(F)cc1Cl | 2.7% | 7% | 9% | -1% | -0.3 | 58 | -0.5% | i | 44 | 0% | 0.7%
O=C(N/N=C/c1cccc(OCc2ccccc2)c1)c1cccs1 | 0.2% | -11% | 9% | -4% | 10 | 53 | -0.3% | i | 33 | 10% | ?
CCOC(=O)C1CCN(C(=O)c2cc(S(=O)(=O)N3CCCCC3)ccc2C)CC1 | 0.2% | -2% | -9% | -4% | 0.4 | 47 | 0.5% | i | 11 | 13% | -0.3%
CC[C@]12c3[nH]c4cc(CCC(=O)N(C)C)ccc4c3CCN1C(=O)[C@@H](CC(=O)NCCCn1ccnc1)C[C@@H]2C(=O)N1CCN(C(=O)C2CC2)CC1 | 0.4% | nt | 2% | -1% | 1.5 | 47 | nt | nt | nt | nt | nt | NS5 inhibitors pilot replicate=1.2
CN(C)CCCN(C(=O)c1ccc(N2C(=O)CCC2=O)cc1)c1nc2c(F)cccc2s1 | 0.1% | 4% | 6% | -17% | 0.7 | 63 | 2.4% | i | 12 | 3% | -0.7%
Cc1ccc(C(=O)NNC(=O)CSc2nc(N)cc(N)n2)cc1 | 3.2% | -4% | 7% | 0% | 3.0 | 57 | 0.0% | i | 54 | 6% | 1.5%
COc1ccc(-c2c(-c3ccsc3)oc(=O)c3cc(OC)c(OC)cc23)cn1 | 0.4% | nt | 8% | 6% | 4.2 | 79 | nt | i | 20 | nt | nt
CCOc1ccc(N2CC(C(=O)Nc3ccccc3C(=O)N3CCOCC3)CC2=O)cc1 (centres undefined) | 0.3% | 4% | 1% | 1% | 0.7 | 41 | 0.0% | i | 16 | 9% | 1.4%
O=C(NCC1CCCO1)C1CCN(C2CCN(C(=O)C3CCCCC3)CC2)CC1 (centres undefined) | -0.1% | -6% | -1% | -7% | 0.1 | 94 | -0.7% | i | 25 | 0% | 0.6%
O=C(CSc1nc2ccccc2o1)NC1CCCC1 | 1.1% | 4% | 1% | -5% | -0.7 | 48 | 0.9% | i | 22 | 11% | 2.6%
COc1cc(C(O)CO)ccc1O (centres undefined) | 0.3% | 6% | 0% | 2% | 0.7 | 59 | nt | i | 25 | 14% | 4.5%
Cn1c(=O)c2c(nc(SCc3cccnc3)n2Cc2ccc(F)cc2)n(C)c1=O | 3.5% | 6% | 4% | 1% | 3.9 | 50 | -0.3% | i | 31 | 6% | 0.4%
Brc1cccc(-c2n[nH]c(-c3ccccc3)n2)c1 | 0.8% | -2% | 9% | -1% | 6.4 | 50 | nt | i | 33 | 4% | ?
CN(C)CC#CCOC(c1ccccc1)c1ccccc1 | 0.4% | nt | 6% | -9% | 0.1 | 57 | -1.2% | i | 26 | nt | -2.3%
COC(=O)CSC1=C(C#N)C(c2ccc(Cl)cc2)C(C(=O)OC)C(=O)N1 (centres undefined) | 0.5% | 18% | 1% | -9% | 0.9 | 64 | nt | i | 30 | 10% | 0.0%
CCC1CC(C(=O)Nc2ccccc2)C(=O)O1 (centres undefined) | -0.2% | nt | -8% | 6% | 1.3 | 75 | nt | i | 36 | 5% | 1.8%
Cc1ccc(S(=O)(=O)c2nc(-c3ccccc3Cl)oc2N2CCN(C)CC2)cc1 | 6.3% | nt | 5% | -8% | -0.2 | 62 | nt | i | 40 | nt | nt
COc1ccc(N2CCN(Cc3cc(=O)oc4ccc(C)cc34)CC2)cc1 | 4.5% | -5% | 5% | -6% | 0.3 | 80 | -0.6% | i | 26 | 13% | 1.2%
C[C@@H]1CCCCCCCCC(=O)OCCN1C(=O)OC(C)(C)C | 1.4% | nt | 13% | -4% | -0.9 | 73 | nt | i | 46 | nt | -0.1%
CCOC(=O)N1CCN(C(=O)CSc2ccc3nnc(-c4ccncc4)n3n2)CC1 | 0.5% | 5% | 5% | 1% | -0.5 | 68 | 0.0% | i | 50 | 8% | 0.9%
CC(C)(C)NC(=O)c1ccc2c3c(cccc13)CC2 | 2.6% | -15% | -1% | nt | -0.1 | 99 | 0.1% | i | 35 | 2% | -1.8%
O=C(Nc1ccc(S(=O)(=O)NCC2CCCO2)cc1)c1ccccc1 (centres undefined) | 6.8% | -4% | -14% | -8% | -0.3 | 90 | -1.4% | i | 42 | 8% | -2.1%
CC(=O)N1Cc2cc([N+](=O)[O-])ccc2Oc2ccccc21 | 0.1% | 3% | 14% | -5% | -0.5 | 94 | -2.0% | i | 60 | -3% | 1.2%
O=C(OCC(=O)N1CCc2ccccc21)c1c2c(nc3ccccc13)CCCCC2 | 2.3%[50 µM] | 2% | 9% | -4% | 16 | 64 | 1.1% | i | 6 | 20% | 19%
COc1ccc(Oc2ccc3c(C(F)(F)F)cc(C(F)(F)F)nc3n2)cc1 | -0.1% | -3% | -10% | 2% | 4.4 | 79 | -1.4% | i | 41 | 2% | -0.1%
Cc1ccc(S(=O)(=O)NCC(C)n2cncn2)cc1 (centres undefined) | 0.1% | -1% | 1% | -11% | -1.3 | 57 | 0.1% | i | 46 | 6% | 0.4%
COc1ccc(CCN2CC(C(=O)N(C)C3CCOCC3)CCC2=O)cc1 (centres undefined) | 0.2% | -6% | 12% | -4% | 2.4 | 60 | -0.4% | i | 8 | 8% | 0.9%
COc1ccc(C(=O)NC(=S)Nc2ccc(N3CCCC3)cc2)cc1OC | 1.3%[50 µM] | 7% | 9% | 0% | 8.6 | 89 | -0.7% | i | 0 | 24% | 3.4%
Cc1cc(C)c(C)c(C(=O)COC(=O)CNC(=O)CN2C(=O)c3ccccc3C2=O)c1C | 0.3% | 13% | 9% | -8% | 0.1 | 82 | 0.2% | i | 55 | 12% | 1.7%
CCN(c1ccccc1)S(=O)(=O)c1cc2c(cc1C)n(C)c(=O)c(=O)n2C | 3.2% | nt | 3% | 3% | 3.3 | 65 | -0.3% | i | 52 | nt | 1.0%
Cc1cc(C)cc(NC(=O)COC(=O)c2ccc3c(c2)OCCO3)c1 | 0.2% | nt | 5% | -3% | -2.0 | 49 | nt | i | 28 | nt | -0.5%
CCOC(=O)C1=C(C)NC(C)=C(C(=O)OCC)C1c1ccc(Br)o1 | -0.8%[50 µM] | -4% | 7% | -4% | 4.6 | 78 | 0.1% | i | 47 | 16% | 11%
CN(C)c1ccc(C(=O)OCC(=O)N2CCOCC2)cc1 | 0.4% | -3% | 7% | -2% | 0.7 | 65 | 0.4% | i | 34 | 11% | 1.6%
CN(CC(=O)Nc1ccc(F)c(F)c1F)C(=O)CN1C(=O)NC2(CCCC2)C1=O | 0.3%[50 µM] | -8% | 10% | -4% | -1.1 | 40 | nt | i | 35 | 12% | 0.1%
CCOC(=O)c1c(NC(=O)CN2CCCc3ccccc32)sc(C(C)=O)c1C | 1.6%[50 µM] | 4% | 7% | -5% | 0.1 | 50 | -0.9% | i | 9 | -1% | 1.4%
O=C(CSc1ncnc2c1cnn2CCc1ccccc1)Nc1cccc(C(F)(F)F)c1 | 3.0% | 4% | 12% | -3% | 2.2 | 37 | 0.3% | i | 60 | 7% | 7.0%
CC(=O)NS(=O)(=O)c1ccc(NC(=O)/C=C/c2ccccc2Cl)cc1 | 0.5% | -14% | 6% | -9% | -0.8 | 38 | 0.5% | i | 37 | -4% | -0.4%
